# Scp-1 inhibitor: blocks human Scp-1 phosphatase activity; Q9GZU7; inhibition, % at 20 µM; AID 493091; Recombinant Scp1, phosphopeptide, malachite green phosphate absorbance; 340,000 compounds, 0.88% hits;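 active means inhibition above about 50% at 20 µM, limit read from the data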;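 further: plate controls were DMSO wells with enzyme for no effect and wells lacking enzyme for full effect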
# Target sequence (Q9GZU7 76-261 limits assumed): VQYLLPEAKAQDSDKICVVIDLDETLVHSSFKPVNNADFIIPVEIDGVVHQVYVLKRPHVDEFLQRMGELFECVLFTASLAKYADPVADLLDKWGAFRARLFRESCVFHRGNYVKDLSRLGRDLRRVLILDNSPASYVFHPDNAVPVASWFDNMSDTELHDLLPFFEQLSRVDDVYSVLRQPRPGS
#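 Test system: SCP-1 phosphatase catalytic domain, residues 76-261; measured by: colorimetric phosphate reagent with accelerator and stabiliser, absorbance at 630 nm; timing: enzyme reaction 45 min at room temperature, colour 5 min, stabilisation 30 min; also added: Phosphorylated 17-residue peptide substrate; compound dosing: one concentration, 20 µM, with 1.0% DMSO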
# SUMO1-SIM PPI: SUMO1-SIM interaction modulation; P63165; SUMO1 binding to a labelled peptide, TR-FRET, 1 h; inhibition, % at 20 µM; 360,000 compounds, 0.33% hits; in the data active means inhibition above about 37%
# Target sequence (P63165 whole entry, looked up): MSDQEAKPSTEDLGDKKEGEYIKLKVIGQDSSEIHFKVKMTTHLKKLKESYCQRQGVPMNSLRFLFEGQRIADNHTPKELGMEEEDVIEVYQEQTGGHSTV
# STEP block: STEP (human) phosphatase inhibition; P54829; recombinant STEP, OMFP fluorogenic substrate, fluorescence; inhibition, % at 20 µM; 360,000 compounds, 0.25% hits; AID 588621;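 active means inhibition at 20 µM, scaled per plate between control wells, above about 37%, limit read from the data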;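 further: 0% = DMSO with enzyme and substrate and 100% = substrate only without enzyme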
#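 Material: STEP (striatal-enriched tyrosine phosphatase) enzyme, cell-free | Medium: 50 mM Bis-Tris pH 6.0 with 2.5 mM DTT and 0.005% Tween 20 | Read-out: Percent inhibition scaled to no-enzyme and uninhibited-enzyme controls, plate-pattern corrected | Signal: Fluorescence read at 480 nm ex / 540 nm em | Times: 20 min reaction, room temperature, in the dark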
# DNMT1 inh: inhibitors of human DNMT1 | AID 588458 | 360,000 compounds, 0.83% hits | DNMT1 molecular beacon, Hinp1I cleavage, fluorescence | inhibition (reported as % activation of signal), % at 10 µM; in the data active means inhibition above about 50%
# CendR NRP1 mod: alters CendR peptide binding to human NRP-1; FAM-RPARPAR peptide binding to NRP-1, fluorescence polarization; O14786; 360,000 compounds, 0.85% hits; inhibition, % at 25 µM;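 active means inhibition or corrected inhibition above about 18%, plus a signal ratio from 0.5 to 1.5, limit read from the data, passing the limit was not always enough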; further: strong numbers were not always called active
# TbMetRS inhib: blocks T. brucei methionyl-tRNA synthetase activity. purified T. brucei MetRS, ATP depletion, Kinase-Glo luminescence. inhibition, % at 11.9 µM. 360,000 compounds, 0.4% hits;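 active means inhibition above a per-plate cutoff of the control wells' mean inhibition plus 3 SD, cut at about 5.5% in these data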;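 further: 0% = DMSO wells median and 100% = median of wells with control inhibitor compound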
#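 Measured by: Kinase-Glo luciferase luminescence reporting remaining unconsumed ATP. Material: purified T. brucei MetRS enzyme. Doses: 11.9 µM compound single dose, 0.9% DMSO. Medium: HEPES buffer containing pyrophosphatase, BSA, spermine, DTT. Times: 15 min preincubation, 2 h reaction, all 25 °C. Reagent: methionine, ATP and bulk E. coli tRNA.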
# MsrA act: bovine methionine sulfoxide reductase A activation; purified bovine MsrA, absorbance read-out; activation, % at 10.6 µM; 360,000 compounds, 0.3% hits; AID 602163; in the data active means activation above about 7.5%;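 further: 0% = vehicle and 100% = reference activator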
# MsrA inhibitor: inhibits bovine methionine sulfoxide reductase A; purified bovine MsrA, absorbance read-out; inhibition, % at 15.5 µM; 360,000 compounds, 0.75% hits; AID 651718; in the data active means inhibition above about 4.5%;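 further: 0% = vehicle wells with enzyme and 100% = reference inhibitor wells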
# eLon inh: inhibits E. coli Lon protease. P0A9M0. 360,000 compounds, 0.42% hits. purified E. coli Lon protease, fluorescence polarization. inhibition, % at 7.94 µM. AID 602123; in the data active means inhibition above about 13%, passing the limit was not always enough;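 further: 0% = enzyme with probe and DMSO and 100% = no enzyme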
# Target sequence (P0A9M0 whole entry, looked up): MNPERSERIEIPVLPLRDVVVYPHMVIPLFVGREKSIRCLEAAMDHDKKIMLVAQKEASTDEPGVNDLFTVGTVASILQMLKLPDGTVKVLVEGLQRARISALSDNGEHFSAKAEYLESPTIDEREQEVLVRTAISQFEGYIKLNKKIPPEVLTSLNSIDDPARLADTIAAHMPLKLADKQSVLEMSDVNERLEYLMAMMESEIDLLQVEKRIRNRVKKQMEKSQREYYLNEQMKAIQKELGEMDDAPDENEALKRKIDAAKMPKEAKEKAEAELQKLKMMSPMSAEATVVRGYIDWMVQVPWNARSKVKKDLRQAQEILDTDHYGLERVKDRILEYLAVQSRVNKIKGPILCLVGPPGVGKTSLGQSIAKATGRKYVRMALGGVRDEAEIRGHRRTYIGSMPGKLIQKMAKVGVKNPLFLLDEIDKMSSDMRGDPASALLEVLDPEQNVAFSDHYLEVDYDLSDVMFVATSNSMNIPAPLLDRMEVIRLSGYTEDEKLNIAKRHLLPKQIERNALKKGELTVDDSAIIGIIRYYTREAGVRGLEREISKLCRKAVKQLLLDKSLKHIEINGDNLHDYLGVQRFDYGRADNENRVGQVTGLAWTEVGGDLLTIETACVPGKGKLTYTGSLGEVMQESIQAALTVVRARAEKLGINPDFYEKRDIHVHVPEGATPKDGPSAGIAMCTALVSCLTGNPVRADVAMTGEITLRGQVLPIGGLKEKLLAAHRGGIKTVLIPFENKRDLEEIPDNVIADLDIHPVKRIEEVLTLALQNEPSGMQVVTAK
# LMPTP inh: blocks human LMPTP phosphatase; P24666; recombinant LMPTP-A, OMFP fluorogenic substrate, fluorescence intensity; inhibition, % at 20 µM; 360,000 compounds, 0.22% hits;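 active means compounds that cut the enzyme signal by at least half of the control window in the single-dose screen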;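 further: plate controls were DMSO wells with enzyme plus substrate for no effect and substrate without enzyme for full effect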
#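 Test system: LMPTP-A, protein tyrosine phosphatase of low molecular weight; Input: 0.625 nM enzyme; Incubation: 50 min dark incubation at room temperature; Signal: endpoint fluorescence intensity from OMFP dephosphorylation; Read-out basis: % inhibition versus control wells.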
# An asterisk follows results filed as active; . = not tested or not shown. An unsorted share of the library; overall some 4.3% were active at least once.
SMILES,Scp-1 inhibitor,SUMO1-SIM PPI,STEP block,DNMT1 inh,CendR NRP1 mod,TbMetRS inhib,MsrA act,MsrA inhibitor,eLon inh,LMPTP inh
O=C(NCC(c1ccco1)N1CCOCC1)c1c(F)cccc1F (stereo not drawn),-3.5,-0.9,-2.1,-0.1,3.8,-0.6,-4.1,-0.1,-8.7,1.5
Cc1onc(-c2ccccc2)c1C(=O)Nc1ccc(N2CCOCC2)cc1,-2.9,4.2,0.0,-4.3,12.5,-1.2,1.1,-0.3,1.2,-1.5
Cc1ccccc1NS(=O)(=O)c1ccc(OCC(=O)N2CCCC2)cc1,-1.6,-0.6,-2.5,-0.7,15.4,-0.8,-2.2,-1.3,7.3,-2.2
CCc1nc(N2CCCC2)c(C#N)c2c1CCCC2,-3.3,18.0,3.1,5.2,-5.3,-1.1,-11.0,0.4,-0.3,2.1
Cc1[nH]nc2cn[nH]c12,-4.1,2.8,-3.6,-2.9,3.0,-0.5,-0.2,-0.8,-5.6,-1.7
CNC(=O)C(=O)NCC1CCCN1S(=O)(=O)c1cccs1 (stereo not drawn),-1.1,4.6,-2.8,-1.1,5.5,-0.3,-2.2,0.7,0.8,-1.5
CCN(CC(=O)Nc1c(F)cccc1F)C(=O)Cc1ccc2c(c1)CCC2,5.3,5.8,3.0,-3.3,0.0,-0.6,-10.2,-0.7,-0.7,0.3
COc1ccc(-c2cn(-c3ccccc3)nc2C(=O)O)cc1OC,-13.5,3.5,1.7,-0.2,1.5,-0.3,-0.7,1.1,7.4,-0.7
CC(C)c1nnc(NC(=O)C2CCN(C(=O)Nc3ccccc3)CC2)s1,-3.0,0.8,0.6,-1.1,6.5,0.2,-1.5,-1.3,-1.9,0.5
Cc1ccc(S(=O)(=O)N2CCOCC2)cc1C(=O)NC1CCSc2ccccc21 (stereo not drawn),1.0,-2.0,-2.2,1.0,9.6,-0.1,-1.2,0.8,-2.9,-1.6
CCOc1ccc(N2C(=O)CC(NCC#N)C2=O)cc1 (stereo not drawn),-1.9,-1.7,2.0,-5.2,-1.0,-0.8,-3.5,-0.4,2.8,-2.2
Fc1ccccc1-n1c(-c2ccc3ccccc3n2)n[nH]c1=S,-4.0,-0.4,-0.3,1.0,11.7,3.6,0.4,2.1,-3.6,0.8
O=C(Nc1nc2c(F)cccc2s1)c1ccco1,-4.8,1.7,-4.1,3.8,-12.8,-0.2,-0.5,2.2,-1.9,0.5
CC1(c2nnc(-c3ccc(Cl)cc3)o2)CC(c2c(Cl)cccc2Cl)=NO1 (stereo not drawn),-11.0,-1.3,2.4,1.8,7.2,0.0,-1.7,1.2,1.6,1.5
O=C(Nc1ccc(OC(F)(F)F)cc1)c1ccc(S(=O)(=O)N2CCOCC2)o1,-13.3,1.3,-0.1,3.2,9.8,-0.3,-1.3,0.6,4.5,-0.1
O=C(c1cccc(Cl)c1)N1CCC(c2nc3ccccc3[nH]2)CC1,-10.4,1.7,-0.8,-0.9,7.5,-0.3,-4.2,0.8,-10.8,-1.6
O=C(O)CSc1c(O)c2ccccc2[nH]c1=O,-4.7,1.4,2.0,1.3,11.1,-0.3,-4.4,0.3,0.7,-1.5
CCOc1cc(C(=O)NCC(=O)N/N=C/c2sccc2C)cc(OCC)c1OCC,-3.0,3.2,-4.8,1.8,9.0,-0.1,-7.7,-0.9,7.6,-2.1
Cc1ccc(NC(=S)N(Cc2cccc(Br)c2)CC2CCC(C(=O)O)CC2)cc1Cl (stereo not drawn),-12.5,-0.6,3.3,-0.3,4.5,-0.2,3.0,0.8,-5.0,-0.6
O=C(Nc1nc(-c2cc3ccccc3oc2=O)cs1)c1ccco1,34.6,11.8,7.6,11.7,-11.2,-0.8,-6.4,2.0,-4.8,10.2
O=S(=O)(Nc1cc(S(=O)(=O)N2CCOCC2)ccc1NCC1CCCO1)c1ccc(F)cc1 (stereo not drawn),-1.7,11.1,-1.6,0.7,17.1,-0.2,-1.3,-1.3,-1.8,-1.2
CCOC(=O)c1nn(-c2ccc(F)cc2)c(-c2ccccc2)c1C(=O)c1ccccc1,-3.4,-1.7,3.8,0.1,10.9,-1.4,-6.4,0.0,-9.2,-0.2
Cc1ccccc1NC(=O)Cc1nc(COC(=O)c2cccc([N+](=O)[O-])c2)cs1,-6.0,-34.0,0.5,0.4,9.9,-0.2,-0.7,-1.1,4.6,-0.4
CC(=O)n1cc(/C=N/NC(=O)c2ccc(Cl)cc2)c2ccccc21,-13.5,-0.8,0.4,0.9,0.1,0.3,-2.6,2.5,3.3,2.0
COc1ccc(OC)c2[nH]c(C(=O)N/N=C/c3ccccc3O)cc12,-17.9,7.3,2.8,-6.3,5.7,0.2,-1.5,3.5,-0.2,1.9

# Whole records, quoted from the list. Order of values: Scp-1 inhibitor, SUMO1-SIM PPI, STEP block, DNMT1 inh, CendR NRP1 mod, TbMetRS inhib, MsrA act, MsrA inhibitor, eLon inh, LMPTP inh
# Listed for `O=C(c1cccc(Cl)c1)N1CCC(c2nc3ccccc3[nH]2)CC1` = -10.4, 1.7, -0.8, -0.9, 7.5, -0.3, -4.2, 0.8, -10.8, -1.6
# Listed for `COc1ccc(-c2cn(-c3ccccc3)nc2C(=O)O)cc1OC` = -13.5, 3.5, 1.7, -0.2, 1.5, -0.3, -0.7, 1.1, 7.4, -0.7
# Listed for `Cc1ccc(S(=O)(=O)N2CCOCC2)cc1C(=O)NC1CCSc2ccccc21` (stereo not drawn) = 1.0, -2.0, -2.2, 1.0, 9.6, -0.1, -1.2, 0.8, -2.9, -1.6

# Additional records.
SMILES,Scp-1 inhibitor,SUMO1-SIM PPI,STEP block,DNMT1 inh,CendR NRP1 mod,TbMetRS inhib,MsrA act,MsrA inhibitor,eLon inh,LMPTP inh
CCOC(=O)C1=C[C@@H](C(C)(C)C)N(S(=O)(=O)c2ccc([N+](=O)[O-])cc2)[C@H]1c1ccccc1,.,-2.5,6.8,0.2,22.7*,-0.6,-3.6,-0.6,10.5,2.1
O=C(NCc1ccncc1)C1CCCN(S(=O)(=O)c2cc(Cl)ccc2Cl)C1 (stereo not drawn),3.3,4.8,-0.6,-1.8,-3.9,-0.1,-1.3,-0.8,-1.2,-0.5
COc1ccccc1/C=N/NC(=O)CCn1cnc2ccccc21,-3.4,-4.0,2.3,-0.3,-18.4,-0.1,-4.6,0.0,-5.4,-0.5
CN(Cc1ccccc1)S(=O)(=O)c1ccc(NC(=S)NC(=O)C2CCCC2)cc1,-11.0,0.3,1.2,-1.5,-1.2,-0.2,-2.2,1.6,-3.3,1.6
C[C@@H]1CCC[C@H](C)N1NC(=O)c1ccc(Cl)c(S(N)(=O)=O)c1,-1.2,2.3,-4.4,2.6,2.1,-0.7,0.1,3.2,-3.4,-0.8
COC(=O)c1ccc(OC)c(Cn2c(=O)n(C)c(=O)c3ccccc32)c1,0.3,3.7,1.7,1.1,5.2,-0.9,-6.9,0.5,-4.4,-1.8
O=[N+]([O-])c1cc(S(=O)(=O)N2CCCCC2)ccc1NCCCN1CCOCC1,-4.9,-5.3,-1.7,1.8,-0.4,-0.3,-2.1,-0.6,1.0,-0.3
COC(=O)c1cccc(CN2C(=O)SC(Nc3ccccc3)C2=O)c1 (stereo not drawn),-21.7,29.5,5.4,37.4,-38.7,0.9,-3.6,0.2,-2.8,19.8
CCOC(=O)CSc1nnc(NC(=O)c2cccc(S(=O)(=O)N3CCCCCC3)c2)s1,-5.3,0.2,3.7,2.0,-15.8,-0.3,-4.7,-0.6,-6.7,-3.8
CN1CCC(OC(=O)c2cc3cc(Cl)cc(Cl)c3oc2=O)CC1,-0.6,-24.8,1.4,3.0,0.1,-0.1,0.8,0.6,-18.4,-1.7
Cc1cccc2cc(CNCc3ccccc3)c(Cl)nc12,-6.0,4.8,3.4,3.3,-3.7,-0.3,-3.0,-0.1,10.4,0.8
O=C(NCc1ccc2c(c1)OCO2)c1ccc(Cl)c(S(=O)(=O)N2CCOCC2)c1,32.4,-3.3,-0.6,-1.1,-3.5,-0.2,-4.1,-0.5,-4.9,0.0
Cc1ccc(-c2csc3ncnc(N4CCN(S(=O)(=O)c5cccs5)CC4)c23)cc1,9.1,-0.2,0.1,-2.5,-10.7,0.2,-4.4,.,-0.5,3.0
COc1ccc(CCNC(=O)c2ccc(CNc3c(N4CCOCC4)c(=O)c3=O)cc2)cc1OC,-3.2,0.9,1.1,-0.9,-8.7,-1.2,2.0,-0.3,-0.5,0.3
O=C(COc1ccc2ccccc2c1Br)N1CCOCC1,-4.8,-9.7,-2.5,1.7,-4.0,-0.7,-2.9,-0.7,-7.9,-1.5
Cc1ccc(CC(=O)NCCS(=O)c2ccc(Cl)cc2)cc1 (stereo not drawn),-1.8,5.7,-4.1,-1.1,8.2,1.4,-10.4,-0.4,-10.3,0.5
O=C(Nc1cccc(C(F)(F)F)c1)C1CC(=O)N(CCc2ccccc2)C1 (stereo not drawn),5.4,2.9,0.6,-1.5,-4.1,0.0,-3.4,1.1,-0.3,-0.2
CCc1[nH]c(C)c(C(C)=O)c1C,7.5,-2.7,-1.5,-1.9,-8.8,-1.2,-8.6,0.5,-2.5,-1.2
Cc1nc(-c2cccc(NC(=O)c3ccc(Br)o3)c2)cs1,-4.7,-3.0,0.5,4.0,2.3,-0.4,-1.7,-0.1,0.3,0.5
O=C(O)CN1C(c2ccccc2)=Nc2ccc(Br)cc2C1c1ccccc1 (stereo not drawn),-3.1,1.0,-0.7,-2.9,5.2,1.1,-2.7,0.7,3.9,-0.9
CC(=O)NCCc1nc2cc(NC(=O)c3ccc([N+](=O)[O-])cc3)ccc2n1C,7.5,-30.6,-0.9,-1.7,8.1,-0.8,-8.0,0.8,5.8,-1.4
CC(C)C(O)P(=O)(OCc1ccccc1)c1ccc(N(C)C)cc1 (stereo not drawn),-5.2,0.1,-0.6,-2.6,0.2,0.0,-0.5,0.2,-4.7,-0.6
COc1ccc(CCn2nnnc2C(c2ccc(Cl)cc2)N2CCN(C)CC2)cc1OC (stereo not drawn),-3.3,2.7,1.5,2.3,15.8,-0.2,-1.8,1.1,-0.8,-3.3

# Just LMPTP inh, for some of the entries so far:
compound,LMPTP inh
CCOC(=O)CSc1nnc(NC(=O)c2cccc(S(=O)(=O)N3CCCCCC3)c2)s1,-3.8
CN1CCC(OC(=O)c2cc3cc(Cl)cc(Cl)c3oc2=O)CC1,-1.7

# Compound activity (PubChem BioAssay)
